3CLpro inhibitor = SARS-CoV 3CLpro protease inhibition. P0C6X7. recombinant SARS-CoV 3CLpro, quenched FRET peptide cleavage. inhibition, % at 6 µM. 290,000 compounds, 0.14% hits. AID 1706; in the data active = inhibition above about 12%
Y pestis TopoI = Y. pestis Topo-I inhibition via cleavage products; activity, % at 10 µM; 360,000 compounds, 0.064% hits; Y. pestis Topo-I cleavage product accumulation, plate reader; in the data active = activity above about 50%, passing the limit was not always enough; inconclusive = no clear call, values can overlap the other calls; note: inactives centre near 2
BoNT-A LC inh2 = inhibitors of Botulinum neurotoxin A light chain protease | inhibition, % at 10 µM | multiplex microsphere protease substrate cleavage, flow cytometry | 360,000 compounds, 0.17% hits; note: plate controls were buffer without enzyme for full effect and enzyme alone for no effect
PrPC surface inh = inhibitors of human cell surface prion protein PrPC | 370,000 compounds, 0.43% hits | P04156 | inhibition, % at 13.8 µM | TR-FRET read-out; in the data active = inhibition above about 24%; note: 0% = median of the test wells and 100% = reference compound wells
PfHsp40 rescue = rescue of PfHsp40-mediated yeast toxicity | S. cerevisiae expressing PfHsp40, growth rescue, ATP luminescence | growth rescue, % at 12.5 µM | 340,000 compounds, 0.68% hits | AID 504582; in the data active = growth rescue above about 28%, passing the limit was not always enough; inconclusive = no clear call, values can overlap the other calls;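 note: yeast W303a lacking pdr1 and pdr3 grown in galactose medium; growth measured after three days at 30 °C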
SSB-PriA inh = K. pneumoniae PriA-SSBct interaction inhibition; AlphaScreen SSBct-PriA binding, biotinylated peptide; inhibition, % at 33 µM; 430,000 compounds, 0.6% hits; AID 1272365; in the data active = inhibition mostly above about 37%, no sharp cut-off; inactive = mostly below about 20%;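 note: plate controls were negative control peptide for no effect and reference peptide for full effect; strong numbers were not always called active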
TcdB inh = inhibitors of Clostridioides difficile toxin B glycohydrolase. TcdB glycohydrolase enzymatic assay, plate reader. inhibition, % at 9.99 µM. 350,000 compounds, 0.24% hits. P18177; in the data active = inhibition above about 10%
Anthrax LF prot = anthrax lethal factor protease inhibition. inhibition, % at 10 µM. multiplex microsphere protease cleavage assay, LF. P15917. 360,000 compounds, 0.12% hits. AID 588501; note: plate controls were buffer without enzyme for full effect and enzyme alone for no effect
BH1578 lux ind = induces V. cholerae light production without autoinducers. V. cholerae BH1578 lux reporter, luminescence, 6 h. activation, % at 18.7 µM. 350,000 compounds, 0.16% hits. AID 588436; in the data active = activation mostly above about 9.7%, no sharp cut-off; inconclusive = no clear call, values can overlap the other calls; inactive = mostly below about 3.7%; note: not every result past the cut was called active; inactives centre near 0; reference of the scale not given here
* marks the source's active call; other numbers are inactive results; i = inactive; ? = inconclusive; . = no result given; & = joins results of further samples. Cut-off read from the data, not from the text of the source, unless noted: active = inhibition above about 30%; inconclusive = no clear call, values can overlap the other calls; inactive = below that.

structure	3CLpro inhibitor	Y pestis TopoI	BoNT-A LC inh2	PrPC surface inh	PfHsp40 rescue	SSB-PriA inh	TcdB inh	Anthrax LF prot	BH1578 lux ind
Cc1ccccc1NC(=O)N1CCCC(c2nc(-c3ccc(F)cc3)no2)C1 (stereo unspecified)	2	23	-0.8	2	1.0	-9	.	-4	-0.4
CCOc1ccccc1CNc1nnnn1C	-4	-6	1.7	8	2.3	-16	0.4	-8	-0.2
Cc1cc(C)nc(NNS(=O)(=O)c2c(C)cc(C(C)(C)C)cc2C)n1	.	0	0.4	1	-1.9	-7	1.9	1	i
CCOC(=O)c1nc(SC)n(C)c1C(=O)OCC	0	8	-0.2	0	-0.8	-9	-1.8	-17	3.1
Nc1cnc(-c2ccccc2)nc1Cl	-1	2	-0.3	7	0.2	0	0.8	-3	-3.1
O=C(c1ccccc1)N1CCN(C(=O)c2ccccc2)C1c1ccccc1	2	-1	0.7	-5	0.6	-9	.	-2	-0.6
O=C(N/N=C/c1cccc(OC2CSC2)c1)c1ccccc1O	2	1	-0.5	0	1.5	.	.	-1	3.0
Cc1ccc(OCCN2CCCC2)cc1	-3	0	-3.4	6	0.2	-4	0.1	6	i
Cc1cc2cc(C(c3nnnn3Cc3ccco3)N3CCc4ccccc43)c(=O)[nH]c2cc1C (stereo unspecified)	3	26	-2.7	2	0.1	9	.	-6	i
COc1cc(C(=O)NC(=S)Nc2ccc3c(c2)OCO3)cc(OC)c1OC	0	0	0.4	0	0.3	0	2.5	-2	-0.9
COc1cc(/C=C/CN2CCC(C(=O)NC(c3ccc(F)cc3)c3ccc4ccccc4n3)CC2)ccc1OC(C)=O (stereo unspecified)	.	12	-0.5	-17	.	.	2.4	-11	-0.3
O=C(OCCCOC(=O)c1ccc([N+](=O)[O-])o1)c1ccc([N+](=O)[O-])o1	.	-14	0.9	-14	2.8	-9	-1.8	2	i
CC1=CN2C(c3cccc([N+](=O)[O-])c3)=NON(c3ccc(C)cn3)C2C=C1 (stereo unspecified)	.	.	-0.3	-5	.	.	0.9	-6	.
Cc1ccc(/C=N/NC(=O)Cn2nc(C)c([N+](=O)[O-])c2C)o1	-2	3	-0.6	-10	-0.6	i	-1.0	-8	-0.5
O=C(Nc1ccn(Cc2ccccc2)n1)c1ccc(F)cc1	3	-2	-4.7	12	1.0	3	-3.6	-2	-0.3
Cc1ccc(NC(=O)NC(=O)CSc2nnc(-c3ccc(Cl)cc3Cl)n2N)c(C)c1	2	-1	-0.1	8	?	-2	.	1	-0.3
Cc1ccccc1N(C(=O)CNC(=O)c1ccco1)C(C(=O)NC1CCCCC1)c1ccncc1 (stereo unspecified)	-4	6	-2.0	-4	-1.2	0	1.5	4	-0.3
CC(=O)Nc1ccc(NC(=O)c2c(-c3ccccc3Cl)noc2C)c(C)c1	0	6	0.4	2	0.1	-29	0.7	-2	0.5
CCCC(=O)Nc1nnc(S(=O)(=O)N(C)Cc2ccco2)s1	-1	4	3.8	.	0.6	-4	.	3	i
O=C(Nc1cc(Cl)ccc1Cl)N1CCN(C(=O)Nc2cc(Cl)ccc2Cl)CC1	.	-3	0.8	7	-1.8	3	.	3	.
COC(=O)c1sc(S(=O)(=O)Nc2ccc3cn[nH]c3c2)c(C(=O)OC)c1C	2	-12	0.4	-3	-0.1	-6	.	-1	-0.5
CCc1cc2c(SCC(=O)Nc3cc(C)on3)ncnc2s1	-5	1	-0.3	-8	0.2	-9	0.1	-5	-1.4
CCCCn1nc(C(=O)N2CCN(S(=O)(=O)c3ccccc3)CC2)c2ccccc2c1=O	.	20	5.6	-7	-1.1	1	2.0	-2	-5.3
O=C(Nc1ccccc1Cl)c1ccccc1Oc1ccc(C(F)(F)F)cc1[N+](=O)[O-]	2	-14	1.8	-3	0.0	47*	.	2	i
Nc1ncnc2c1ncn2CCc1ccccc1	3	-2	-2.8	-4	-0.5	-11	0.7	-19	1.6

Part of the list above, with two lines to a compound:
The line under a structure holds: 3CLpro inhibitor, Y pestis TopoI, BoNT-A LC inh2, PrPC surface inh, PfHsp40 rescue, SSB-PriA inh, TcdB inh, Anthrax LF prot, BH1578 lux ind
- COc1cc(/C=C/CN2CCC(C(=O)NC(c3ccc(F)cc3)c3ccc4ccccc4n3)CC2)ccc1OC(C)=O (stereo unspecified)
 : ., 12, -0.5, -17, ., ., 2.4, -11, -0.3
- Nc1cnc(-c2ccccc2)nc1Cl
 : -1, 2, -0.3, 7, 0.2, 0, 0.8, -3, -3.1
- O=C(Nc1cc(Cl)ccc1Cl)N1CCN(C(=O)Nc2cc(Cl)ccc2Cl)CC1
 : ., -3, 0.8, 7, -1.8, 3, ., 3, .

Following part
structure	3CLpro inhibitor	Y pestis TopoI	BoNT-A LC inh2	PrPC surface inh	PfHsp40 rescue	SSB-PriA inh	TcdB inh	Anthrax LF prot	BH1578 lux ind
Cc1ccc(C)c(N(CC(=O)NC(C)C)C(=O)CCC(=O)Nc2ccccn2)c1	-2	0	0.8	9	-1.0	-5	0.1	2	-0.4
OC[C@H]1O[C@@H](c2nc(-c3cccc4ccccc34)no2)[C@H](O)[C@@H]1O	.	-3	-0.2	-6	.	.	0.0	-1	i
CCCCN(CC)S(=O)(=O)N1CCC(C(=O)NCc2ccc(F)cc2)CC1	0	12	-0.9	11	-0.2	0	-0.4	1	i
CN1CCN(C2CN(C3CCCCC3)S(=O)(=O)C2)CC1 (stereo unspecified)	.	.	-0.5	-9	.	.	0.1	-1	.
COc1ccc(C(Nc2cccc([N+](=O)[O-])c2)P(=O)(OC(C)C)OC(C)C)cc1 (stereo unspecified)	1	1	0.4	7	0.0	2	-1.3	-2	-0.5
O=C(O)c1cc([N+](=O)[O-])ccc1NCCO	5	-3	-0.2	-17	-2.6	15	.	0	3.4
CC1CC(C)CN(C(=O)COC(=O)/C=C/c2ccco2)C1 (stereo unspecified)	.	18	-0.8	6	0.9	-4	0.4	-5	-1.0
N=C1S/C(=C\c2ccco2)C(=O)N1c1nccs1	1	5	-0.9	17	7.2	7	0.8	-1	-0.3
Cc1c(NC(=O)Cc2noc3ccccc23)cccc1[N+](=O)[O-]	-1	2	0.4	5	-1.1	-9	-9.9	2	i
COC(=O)c1cc2c(C)c(C)c3ccccn3c-2c1C(=O)OC	0	5	0.6	15	-0.7	1	.	-2	i
COCCn1c(-c2ccc(OC)cc2)cnc1SCC(=O)Nc1cc(C)on1	-2	0	0.7	0	-1.4	3	.	2	i
COc1ccc(S(=O)(=O)N2CCCCC2)cc1NC(=O)c1cccs1	7	21	0.9	8	1.1	-2	1.0	0	-0.8
Cc1ccc(-c2nc(S(=O)(=O)c3ccccc3)c(SCC(=O)NCC3CCCO3)o2)cc1 (stereo unspecified)	-3	3	0.8	-4	-0.3	-8	-0.5	4	1.7
O=C(CN1CCCCC1)NC(=O)Nc1ccccc1F	.	3	-1.0	-2	-0.5	-15	-2.6	-9	i
CC(C)C[C@H](NC(=O)C1CCN(S(=O)(=O)c2ccccc2)CC1)C(=O)NCc1ccccn1	-6	-1	0.3	0	-0.2	-2	1.5	-1	-0.3
Cc1ccc(S(=O)(=O)Nc2nc(-c3ccccc3)cs2)cc1	5	12	-1.8	-5	1.6	-4	0.7	-6	0.4
Cc1ccc(-n2c(=O)[nH]cc(C(=O)N3CCc4ccccc43)c2=O)cc1C	-1	3	0.4	1	0.1	-13	0.1	-5	-0.3
Cc1ccc(CN(Cc2ccco2)S(=O)(=O)c2ccc(S(=O)(=O)NCC3CCCO3)cc2)cc1 (stereo unspecified)	1	32	-0.2	-3	3.3	-4	.	-2	-0.2
Cc1ccc(CNC(=O)Cc2ccc(-c3ccccc3)cc2)cc1	5	-10	-4.2	3	-0.7	-22	.	-3	i
CN(CCC1CCOCC1)C(=O)CC1C(=O)NCCN1Cc1c(F)cccc1Cl (stereo unspecified)	-1	5	1.2	0	-0.3	-6	1.6	-1	-0.8
Cc1c(NS(=O)(=O)c2cc(C(=O)Nc3ccc(F)cc3Cl)ccc2Cl)c(=O)n(-c2ccccc2)n1C	.	16	-1.5	3	0.4	8	1.8	2	i
CC1CCN(C(=O)CC2C(=O)Nc3c2c(=O)n(C)c(=O)n3Cc2ccccc2)CC1 (stereo unspecified)	-1	5	-0.1	-5	0.3	-2	2.1	-4	i
Cc1ccc2nc(SCC(=O)Nc3cc(C)on3)nc(=O)n2c1	.	0	1.4	-4	-1.7	-11&-4	-2.2	-5	-1.4
Cc1cc(C(=O)CCC(=O)N(C)CC(=O)Nc2ccccc2Br)c(C)s1	.	21	1.0	2	1.3	-4	-9.4	5	-2.8
CC(C)(C)c1nn(-c2ccccc2)c2nc(Cl)c(C=O)cc12	0	-9	-1.4	.	1.4	-6	.	-4	i
COc1cc(/C=N/NC(=O)c2cnccn2)ccc1O	-1	-9	-1.8	-9	-0.9	.	.	-8	i
CCCc1nc2c([nH]1)C(c1cccnc1)C(C#N)=C(N)O2 (stereo unspecified)	-1	-1	0.6	4	-0.2	-5	.	-2	-6.8
N#C/C(=C\c1ccc(-c2nc3ccccc3s2)o1)C(N)=O	3	-3	3.9	4	0.4	0	0.0	-2	-1.3
COc1ccccc1NC(=O)CSc1nc(N)c(-c2ccccc2)c(=O)[nH]1	4	-13	-0.4	2	0.7	-2	1.7	-4	-0.1
Cc1cc(C(=O)CSc2nc3ccc(Cl)cc3[nH]2)c(C)n1C	3	-5	-2.7	-5	-0.2	-10	.	-9	-3.8
Cc1ccc(C(=O)N2[C@@H]3CN(C)C(=O)[C@@]2(Cc2ccccc2)[C@H]2C(=O)N(C)C(=O)[C@@H]32)cc1	.	22	0.4	-5	-0.2	-14	0.6	0	-0.6
COc1cc(/C=C2/SC(=Nc3ccc(O)cc3)NC2=O)ccc1O	3	-13	1.0	-23	-0.3	2	1.8	0	-0.1
CCOc1ccc(/C=N/Nc2nncc(-c3ccccc3)n2)cc1OC	-1	-5	0.4	3	0.0	.	-0.2	-4	-1.7
C/C(=N\NC(=O)Cc1ccc(Br)cc1)c1cccnc1	-6	10	-1.0	-1	-1.0	.	1.4	-2	-1.9
Cc1cc(C)cc(NC(=O)C2CCC(CNC(=O)[C@@H]3Cc4ccccc4CN3)CC2)c1 (stereo partly specified)	-4	7	1.8	-10	-0.2	11	1.2	0	i
O=C(COC(=O)c1ccc(O)cc1)NCC1COc2ccccc2O1 (stereo unspecified)	.	-5	1.5	-3	-0.6	-9	0.3	-11	i
CCOC(=O)[C@]12Cc3c(cc(OC)c(OC)c3OC)[C@H]1N(CCC(=O)OC)C(=O)c1cc(OC)ccc12	.	.	0.0	-1	.	.	0.0	-4	.
Cc1ccc(NC(=O)N/C=C/c2ccccc2)cc1	3	-1	-0.1	10	0.2	-10	.	-1	i
COc1cc2c(cc1OC)[C@H](C)N(C(=S)Nc1ccc(F)cc1)CC2	3	-3	-1.0	-2	.	15	1.5	-3	i
O=C(O)C1C2C=CC(C3CC23)C1C(=O)O (stereo unspecified)	-2	-1	-0.8	12	0.3	-4	.	2	-5.0
CCN(CC)S(=O)(=O)c1ccc(/C(O)=C(\C#N)c2nc3ccccc3n2C)cc1	0	1	-1.6	-3	0.3	.	.	-6	1.1
COc1cccc(C2/C(=C(/O)c3ccc(C)cc3)C(=O)C(=O)N2Cc2ccco2)c1 (stereo unspecified)	7	-2	0.5	3	0.3	.	0.8	0	-0.2
NC(=O)C1CCN(CC(=O)Nc2cc(S(=O)(=O)N3CCOCC3)ccc2N2CCCC2)CC1	.	13	0.0	-4	0.8	-4	0.7	-11	-1.3
C=CCN1C(=O)c2ccc(C(=O)N3CCN(S(=O)(=O)c4cccc([N+](=O)[O-])c4)CC3)cc2C1=O	.	20	-0.2	-3	-0.5	-1	1.8	-3	-0.9

Source: PubChem BioAssay

An excerpt. The share of hits here may be higher or lower than overall.
